GIRK2 act: GIRK2 channel activators by thallium flux; HEK293 GIRK2/NPY4 cells, thallium flux fluorescence; AID 1259324; 34,000 tested, under 10 active; activation (% efficacy), % for hits at 37.5 µM;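 active = primary screen hit, no activity in plain HEK293 cells, and in GIRK2-only cells above 5% efficacy rising with concentration; inactive = the rest, including fluorescent compounds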;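 note: efficacy is normalized control-subtracted fluorescence 15 s after thallium addition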
Target sequence (P48051 whole entry, looked up): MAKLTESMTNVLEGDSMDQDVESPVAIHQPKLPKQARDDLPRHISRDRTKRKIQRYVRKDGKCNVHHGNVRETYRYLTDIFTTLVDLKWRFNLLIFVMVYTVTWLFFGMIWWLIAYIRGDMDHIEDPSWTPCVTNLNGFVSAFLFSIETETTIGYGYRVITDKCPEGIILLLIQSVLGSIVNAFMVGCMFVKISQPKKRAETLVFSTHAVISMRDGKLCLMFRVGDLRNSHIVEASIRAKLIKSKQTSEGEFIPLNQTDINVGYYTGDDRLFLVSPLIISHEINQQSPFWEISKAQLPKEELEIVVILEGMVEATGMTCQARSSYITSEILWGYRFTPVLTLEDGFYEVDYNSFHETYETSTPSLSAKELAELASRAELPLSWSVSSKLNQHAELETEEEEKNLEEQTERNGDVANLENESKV
Calls only; i = inactive.

SMILES	GIRK2 act
COCCNC(=O)C(=O)NCC1CCN(C(=O)c2ccccc2F)CC1	i
Cc1ccc2nc(NC(=O)CCN3C(=O)c4ccccc4S3(=O)=O)sc2c1	i
Cc1csc(NC(=O)c2ccc(S(=O)(=O)NCCc3ccccc3)o2)n1	i
CCOC(=O)N1CCN(C(=O)C2CN(C(=O)c3c[nH]c4ccccc34)C2)CC1	i
CC(C(=O)Nc1ccc2c(c1)OCCO2)N1C(=O)c2ccccc2S1(=O)=O (stereo not given)	i
COc1ccc(OC)c(-c2ccc(SCC(=O)NCC3CCCO3)nn2)c1 (stereo not given)	i
CNc1oc(-c2ccco2)nc1S(=O)(=O)c1ccc(C)cc1	i
O=C(CCCCCn1c(=S)[nH]c2ccccc2c1=O)NCCC1=CCCCC1	i
O=C(Nc1cccc(-c2cnc3n2CCC3)c1)c1cc(-c2ccco2)on1	i
CN(C)S(=O)(=O)c1ccc(C(=O)NCC2(c3ccccc3)CCOCC2)cc1	i
CC(C)(C)OC(=O)N1CCCCC1CCO (stereo not given)	i
CCOc1ccc(C(=O)Nc2ccc3c(c2)N(S(=O)(=O)c2ccc(C)cc2)CCC3)cc1	i
COc1ccc(S(=O)(=O)Nc2nc(C(=O)NCCCc3ccccc3)cs2)cc1	i
CCn1nnc2c(=O)n(Cc3cc(C)ccc3C)cnc21	i
O=C(Cc1csc(Nc2ccc(OC(F)(F)F)cc2)n1)NCc1cccs1	i
COc1cccc(OC)c1C(=O)N1CCN(c2ccc(-c3ccc(C)cc3)nn2)CC1	i
COC(=O)c1ccc2c(=O)n(CCCC(=O)N3CCCCC3)c(=S)[nH]c2c1	i
Cc1ccc(NC(=O)Cc2csc(SCC(=O)c3cccs3)n2)cc1Cl	i
O=C(Cc1ccc(NC(=O)c2cccc(C(F)(F)F)c2)cc1)NC1CC1	i
O=C(c1ccc2c(c1)OCO2)N(Cc1ccccn1)Cc1ccco1	i
O=C(NNC(=O)c1cccc2ccccc12)c1cccn(Cc2ccc(F)cc2)c1=O	i
COc1ccc(NC(=O)c2cccc(-n3cnc4c(sc5nc(C)cc(C)c54)c3=O)c2)c(OC)c1	i
CC(=O)N1CCc2c(sc(NC(=O)c3nn(C)cc3C)c2C#N)C1	i
COc1cccc(-c2cn(CC(=O)NCc3ccc(C)c(C)c3)nc2N2CCOCC2)c1	i
CCCC(=O)Nc1ccc(C(=O)NCCNC(=O)c2ccc(F)c(F)c2)cc1	i
Cc1ccc(SCCCC(=O)Nc2nnc(-c3ccn(C(C)C)n3)o2)cc1	i
O=C(Cn1cnc2ccccc21)NCc1cccc(Oc2ccc(F)cc2)c1	i
O=C(CSc1nnc(CCn2ccc(=O)[nH]c2=O)o1)Nc1ccc(F)c(F)c1F	i
CCOc1cccc2cc(S(=O)(=O)c3ccc(Br)cc3)c(=O)oc12	i
CCCC(CCC)C(=O)Nc1cc(C)nn1-c1nc2c(cnn2-c2ccc(C)c(C)c2)c(=O)[nH]1	i
O=C(Nc1ccc(OC(F)(F)F)cc1)c1ccc(=O)[nH]n1	i
O=C(Cn1cc(-c2nnc(-c3ccco3)o2)c2ccccc21)N1CCCC1	i
CCn1nc(C(=O)Nc2nc(-c3ccc(OC)cc3)c(C)s2)cc1C	i
CNc1nn(CC(=O)Nc2cccc(C(C)=O)c2)c(N)c1-c1nc(-c2ccccc2C)no1	i
COc1ccc(CCNC(=O)c2nn(-c3ccc(F)cc3)cc2OC)cc1	i
Cc1nn(C2CCS(=O)(=O)C2)c2nc(-c3ccco3)cc(C(=O)NCCCOC(C)C)c12 (stereo not given)	i
CCn1ccnc1N1CCN(C(=O)c2ccc(Br)o2)CC1	i
O=C(CC1CCCCC1)Nn1cnc2c(cnn2-c2ccccc2)c1=O	i
COC(=O)c1ccc(NC(=O)CCc2csc(NC(=O)c3ccc(Cl)cc3)n2)cc1	i
CCCNCCC1=CCCCC1	i
O=S(=O)(NC1CCCC1)c1cccc2cnccc12	i
CCN1CCc2nc(-c3ccc(F)cc3)n(CC(=O)N(CC)c3ccccc3)c(=O)c2C1	i
COc1cn(CC(=O)Nc2ccc(C(C)=O)cc2)c(CSc2ccc(C)cc2)cc1=O	i
COCCNC(=O)Cc1ccc(NC(=O)c2cccs2)cc1	i
CC(Oc1ccccc1)C(=O)NCC1CCN(C(=O)/C=C/c2ccco2)CC1 (stereo not given)	i
CCc1cccc(N2C(=O)N(Cc3cc(=O)n4ccccc4n3)c3ccccc3S2(=O)=O)c1	i
Cc1nn(-c2nc(C)c(C)c(=O)[nH]2)c(C)c1CCC(=O)NCCc1c[nH]c2ccccc12	i
O=C(Cc1ccc(NC(=O)C2CC(=O)N(c3ccccc3)C2)cc1)NC1CC1 (stereo not given)	i
COC(=O)c1sccc1S(=O)(=O)Nc1ccc2c(c1)C(=O)N1CCCCC1CCO2 (stereo not given)	i
CCNC(=O)C1Cc2ccccc2N1C(=O)c1cc2ccccc2o1 (stereo not given)	i
COc1ccc(CCC(=O)N(Cc2cccn2C)C2CC2)cc1	i
COc1ccc(N(CC(O)Cn2cnc3ccccc32)S(=O)(=O)c2ccc(C)cc2)cc1 (stereo not given)	i
CC(C)(C)C(=O)Nc1nc(-c2ccc(Br)cc2)cs1	i
Cc1cc(C)n(-c2cc(NCCNS(=O)(=O)Cc3ccccc3)ncn2)n1	i
CCN1C(=O)NC2(CCN(S(=O)(=O)c3cc(OC)c(C)cc3C)CC2)C1=O	i
O=C(Cn1cnc2ccccc21)NCCCC(=O)Nc1cccc2cccnc12	i
COc1nn(C)cc1C(=O)N1CCC(c2nnc(-c3ccco3)s2)CC1	i
CC(=O)c1cccc(NC(=O)c2ccc(=O)n(Cc3c(F)cccc3Cl)c2)c1	i
CC(C)(C)C(=O)N1CCc2ccc(NC(=O)C3(c4ccccc4)CCOCC3)cc21	i
CCOCC(=O)NCC1CCN(C(=O)OC)CC1	i

Additional results
SMILES	GIRK2 act
O=C(Nc1cccs1)N1CC(c2nc(-c3cccc(C(F)(F)F)c3)no2)C1	i
COc1ccc(Cl)cc1N1CC(c2nc3ccccc3n2CC(=O)N2CCOCC2)CC1=O (stereo not given)	i
COC(=O)c1ccc(NC(=O)C(=O)NCCN2CCC(c3cccs3)CC2)cc1	i
O=C(Cc1ccc(Cl)cc1)Nc1ccc2c(c1)N(C(=O)C1CC1)CC2	i
CCOc1cccc2cc(C(=O)NCc3ccncc3)c(=O)oc12	i
O=C(CCCn1nc(-c2cccs2)ccc1=O)Nc1cc(Cl)ccc1Cl	i
COc1cn(CC(=O)NCc2ccccc2)c(CSc2ccc(Cl)cc2)cc1=O	i
O=C(CSC1CCCCC1)N1CCc2ccccc21	i
Cc1cc(-c2nnc(NC(=O)C3CCCCN3S(=O)(=O)c3cccs3)o2)nn1C (stereo not given)	i
O=C1CC(c2nc3ccccc3n2CC(O)COc2ccccc2Cl)CN1c1ccc(F)cc1 (stereo not given)	i
Nc1c(C(=O)NC2CCCC2)nnn1-c1ccc(F)cc1	i
COc1ccc(CCNC(=O)N2c3ccccc3CC2C(N)=O)cc1 (stereo not given)	i
Fc1ccc(Nc2nc(N3CCOCC3)nc(N3CCOCC3)n2)cc1Cl	i
COc1ccc(NC(=O)C(=O)NCC(c2ccco2)N(C)C)cc1Cl (stereo not given)	i
CCCNC(=O)c1c(N)n(-c2ccc(F)c([N+](=O)[O-])c2)c2nc3ccccc3nc12	i
CCOC(=O)C1CCN(C(=O)CCc2c(C)nn(-c3nc(C)c(C)c(=O)[nH]3)c2C)CC1	i
Cc1cc(C)n(-c2cc(N3CCCC(C(=O)NCc4ccc(Cl)cc4)C3)ncn2)n1 (stereo not given)	i
COc1ccc(NC(=O)c2ccc3c(=O)n4c(nc3c2)SCC4)cc1OC	i
CS(=O)(=O)N1CCC(CNC(=O)C(=O)Nc2ccc(OC(F)(F)F)cc2)CC1	i
Cc1nc2c(-c3ccccc3)cnn2c(N2CCN(CC#N)CC2)c1C	i
Cc1ccc(-c2c(C)nn3c(NCCCN4CCOCC4)cc(C)nc23)cc1	i
Cc1ccc(-c2nnc(NC(=O)CCS(=O)(=O)c3ccccc3)o2)cc1C	i
COc1ccc(-c2nnc(NC(=O)c3ccc([N+](=O)[O-])o3)o2)cc1OC	i
COC(=O)C1=C(N)CC(C)S1 (stereo not given)	i
COc1cc(C(=O)NCC(c2cccs2)N(C)C)c([N+](=O)[O-])cc1OC (stereo not given)	i
CCCOc1ccc(S(=O)(=O)NCC2CCN(C(=O)c3ccccc3F)CC2)cc1C	i
C=CCn1c(SCC(=O)NCC2CCCO2)nc2scc(-c3ccccc3Cl)c2c1=O (stereo not given)	i
Cc1c(C(=O)NCc2c(F)cccc2F)c(C(F)(F)F)nn1C	i
O=C(CSc1cc(N2CCCCC2)ncn1)NCc1ccco1	i
CCOC(=O)C(CC)Sc1c(C)cnc2c1c(=O)n(C)c(=O)n2C (stereo not given)	i
O=C(NCCS(=O)(=O)N1CCN(CCc2ccccc2)CC1)c1ccc(F)c(F)c1	i
O=S(=O)(NCCNc1ccc(Nc2ccccn2)nn1)c1ccc(C(F)(F)F)cc1	i
COc1ccc(CC(=O)NCC2(O)CCCC2)cc1OC	i
CCc1nc2sc(C(c3ccc(F)cc3)N3CCCCC3)c(O)n2n1 (stereo not given)	i
O=C(Nc1ccc2c(c1)N(C(=O)C1CC1)CC2)c1ccccc1C(F)(F)F	i
CCOc1ccc(C(=O)N2CCN(c3ncnc4c3nnn4-c3cccc(F)c3)CC2)cc1OCC	i
O=C(CCc1ccccc1)N1CCN(c2nccn2-c2cccc(Cl)c2)CC1	i
Cn1cccc1C(CNS(=O)(=O)Cc1ccccc1Cl)N1CCOCC1 (stereo not given)	i
COc1cn(CC(=O)N2CCCc3ccccc32)c(CSc2nccn2C)cc1=O	i
O=C(Nc1nccs1)C1CCCN(c2ccc(-n3ccnc3)nn2)C1 (stereo not given)	i

Arranged by heavy-atom count (falling): some entries from above.
SMILES	GIRK2 act
CCOc1ccc(C(=O)N2CCN(c3ncnc4c3nnn4-c3cccc(F)c3)CC2)cc1OCC	i
O=S(=O)(NCCNc1ccc(Nc2ccccn2)nn1)c1ccc(C(F)(F)F)cc1	i
Cc1ccc(-c2nnc(NC(=O)CCS(=O)(=O)c3ccccc3)o2)cc1C	i

Part of the list above in order of length of the SMILES, highest first.
SMILES	GIRK2 act
CCOc1ccc(C(=O)N2CCN(c3ncnc4c3nnn4-c3cccc(F)c3)CC2)cc1OCC	i
COc1ccc(-c2nnc(NC(=O)c3ccc([N+](=O)[O-])o3)o2)cc1OC	i
CCCOc1ccc(S(=O)(=O)NCC2CCN(C(=O)c3ccccc3F)CC2)cc1C	i
O=C(Nc1ccc2c(c1)N(C(=O)C1CC1)CC2)c1ccccc1C(F)(F)F	i
Cc1ccc(-c2nnc(NC(=O)CCS(=O)(=O)c3ccccc3)o2)cc1C	i
COc1cn(CC(=O)N2CCCc3ccccc32)c(CSc2nccn2C)cc1=O	i
Cc1ccc(-c2c(C)nn3c(NCCCN4CCOCC4)cc(C)nc23)cc1	i
CCOC(=O)C(CC)Sc1c(C)cnc2c1c(=O)n(C)c(=O)n2C (stereo not given)	i
CCc1nc2sc(C(c3ccc(F)cc3)N3CCCCC3)c(O)n2n1 (stereo not given)	i
Cc1c(C(=O)NCc2c(F)cccc2F)c(C(F)(F)F)nn1C	i
O=C(CSc1cc(N2CCCCC2)ncn1)NCc1ccco1	i
COc1ccc(CC(=O)NCC2(O)CCCC2)cc1OC	i
COC(=O)C1=C(N)CC(C)S1 (stereo not given)	i

Next section
SMILES	GIRK2 act
Cc1nn2c(-n3ccnc3)cc(C(C)(C)C)nc2c1-c1ccccc1	i
CC(O)(CNC(=O)C1(c2ccccc2)CCOCC1)c1ccc2c(c1)OCO2 (stereo not given)	i
O=C(Nc1ccc(SCC(=O)N2CCOCC2)nn1)c1ccccc1	i
CC(C)S(=O)(=O)c1cccc(C(=O)Nc2nc(-c3ccccc3)c(-c3ccccc3)s2)c1	i
CC(=O)c1cccc(NC(=O)CCCn2nc(-c3ccc(F)cc3)ccc2=O)c1	i
O=C(c1ccno1)N1CCN(c2nc3c(F)cc(F)cc3s2)CC1	i
Cc1cc(NC(=O)c2ccc(S(=O)(=O)N(C)Cc3ccccc3)cc2)on1	i
CCN(CC)CCCN1C(=O)C(O)=C(C(=O)c2ccco2)C1c1cc(OC)ccc1OC (stereo not given)	i
COc1cc(OC)cc(C(=O)Nc2cc(-c3ccc(OC)nn3)ccc2C)c1	i
O=C(CN1CCN(c2ccc(Cl)cc2)C1=O)N1CCN(c2ccccn2)CC1	i
CN(C)C(CNC(=O)C(=O)Nc1cccc([N+](=O)[O-])c1)c1cccs1 (stereo not given)	i
O=C(NCCc1csc2nc(-c3cccs3)nn12)c1ccno1	i
COc1nn(C)cc1-c1nnc(SCC(=O)Nc2cccc(C(F)(F)F)c2)n1C	i
COc1ccc(OC)c(NC(=O)COc2cc(C(C)(C)C)nn2-c2nc(C)cc(C)n2)c1	i
COc1ccc(NC(=O)NCCNc2cc(-n3cccn3)ncn2)cc1Cl	i
Cc1ncc2c(=O)n(C)c(SCC(=O)Nc3cccc(Cl)c3)nc2n1	i
Cc1ccc(C)c(NC(=O)CCc2sc(C)nc2-c2cccs2)c1	i
O=C(C1COc2ccccc2O1)N(Cc1ccsc1)Cc1ccccn1 (stereo not given)	i
COc1ccc(-c2nnc(SCC(=O)Nc3cc(C)ccc3C)n2N)cc1OC	i
COc1ccc(OCC(O)CN2CC(C)OC(C)C2)c(C(C)(C)C)c1 (stereo not given)	i
COc1ccccc1CNC(=O)c1nc(-c2cnccn2)no1	i
Cc1ccc(NC(=O)CN2CCN(c3nccn3C)CC2)cc1Cl	i
Cc1cc(NC(=O)C(=O)NCc2ccc(Cl)cc2)ccc1N1CCCC1=O	i
CC(C)(C)NC(=O)C(=O)NCC(c1ccco1)N1CCc2ccccc21 (stereo not given)	i
COc1ccc(NC(=O)CSc2nnc(-c3ccccc3OC)n2N)cc1OC	i
O=C(NCCC1=CCCCC1)C1CN(C(=O)COc2ccccc2F)C1	i

Assay outcomes (PubChem)

This is a subset (hit frequency here may not be typical).
